Screening data from PubChem.
Salmonella PhoP GFP: PhoP regulon inhibitors, Salmonella typhi PhoP promoter GFP reporter, confirmatory (AID 1850); inhibition, % at 50 µM, or IC50 in µM where a hit was titrated; actives 0.33% (n = 310,000); Salmonella Typhi PhoP-promoter GFP reporter, fluorescence, 4 h; higher % means a stronger effect; in the data active = a potency from the dose series;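 note: 0% = induced wells with vehicle and 100% = uninduced wells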
VEEV TC-83 Vero: inhibitors of VEEV TC-83 cytopathic effect, confirmation, Vero cells (AID 588727); actives 0.13% (n = 350,000); one-dose inhibition, % at 20 µM; IC50 in µM for titrated hits; Vero cells, VEEV TC-83 cytopathic effect inhibition; higher % means a stronger effect; in the data active = a potency from the dose series; note: strong numbers were not always called active
An asterisk follows results filed as active; i = inactive; nt = no result given. Not all compounds are listed; rates above refer to the full screens.

| structure | Salmonella PhoP GFP | VEEV TC-83 Vero |
| --- | --- | --- |
| COc1ccc(NC(=O)CN2CCC3(O)CCCCC3C2c2ccccc2OC)cc1 (stereo not drawn) | 6% | nt |
| c1ccc(C2=Nc3ccccc3SC2c2nc3ccccc3[nH]2)cc1 (stereo not drawn) | 2% | nt |
| COC(=O)C/C=C/[C@@H](C)[C@@H](/C=N/OC[C@H]1O[C@H](c2ccccc2)C=C[C@@H]1Oc1ccc(OC)cc1)NS(=O)(=O)c1ccc(C)cc1 | -3% | nt |
| O=C(c1cccn2c(=O)c3cc4ccccc4cc3nc12)N1CCN(c2ccccc2)CC1 | -9% | nt |
| CCCc1ccc(/C=C2\C(=O)c3ccccc3C(O)=C2C(=O)OCC)cc1 | -3% | nt |
| Cc1ccc(Nc2cc(=O)n(C)c(=O)[nH]2)cc1C | nt | 1.5% |
| O=C(NCCCN1CCCC1=O)C(=O)NCC1OCCCN1S(=O)(=O)c1ccccc1 (stereo not drawn) | nt | i |
| CC(C)NC(=O)c1ccc(CONC(=O)OCc2ccccc2)cc1 | nt | 1.5% |
| CS(=O)(=O)N(CC(=O)N1CCCC1)c1cccc(C(F)(F)F)c1 | nt | 1.0% |
| COc1ccc(-c2cncnc2N)cc1OC | nt | 1.1% |
| C[C@@H]1CCCCO[C@H](CN(C)S(=O)(=O)c2ccccc2)[C@@H](C)CN([C@H](C)CO)C(=O)c2cc(NC(=O)Cc3ccccc3)ccc2O1 | nt | 4.8% |
| C[C@@H]1CCCCO[C@@H](CN(C)S(C)(=O)=O)[C@@H](C)CN([C@H](C)CO)C(=O)c2cc(N(C)C)ccc2O1 | nt | i |
| O=S1(=O)C[C@@H](N2CCN(c3ccccn3)CC2)[C@H](COCc2ccccc2)N1 | nt | i |
| CCCCCC(=O)N1C[C@H](n2cc(COC(=O)c3ccccc3)nn2)[C@@H](O)C[C@@H]1c1ccccc1 | nt | 0.2% |
| Cc1ccc(S(=O)(=O)N2CCC(C(=O)OCC(=O)N3C(C)CCCC3C)CC2)cc1C (stereo not drawn) | nt | 1.2% |
| O=C1c2ccccc2C(=O)N1CCC#C/C=C1\c2ccccc2C(=O)N1c1ccccc1 | nt | 5.0% |
| Fc1ccc(NC(=S)N2Cc3ccccc3-n3nncc3C2)cc1 | nt | i |
| CC(C)CC1C(=O)N(Cc2cn(Cc3ccco3)nn2)CCS(=O)(=O)N1Cc1ccc(-c2ccc(F)cc2)cc1 (stereo not drawn) | nt | 7.8% |
| Cc1ccccc1OCC(=O)OCC(=O)NC12CC3CC(CC(C3)C1)C2 | nt | 7.3% |
| C[C@@H]1CN([C@@H](C)CO)C(=O)CCCn2nncc2CO[C@@H]1CN(C)C(=O)Oc1ccccc1 | nt | i |

Whole records, looked up by structure.
`CC(C)CC1C(=O)N(Cc2cn(Cc3ccco3)nn2)CCS(=O)(=O)N1Cc1ccc(-c2ccc(F)cc2)cc1` (stereo not drawn) across the screens: Salmonella PhoP GFP = nt; VEEV TC-83 Vero = 7.8%
`CCCCCC(=O)N1C[C@H](n2cc(COC(=O)c3ccccc3)nn2)[C@@H](O)C[C@@H]1c1ccccc1` across the screens: Salmonella PhoP GFP = nt; VEEV TC-83 Vero = 0.2%

(more compounds)
| structure | Salmonella PhoP GFP | VEEV TC-83 Vero |
| --- | --- | --- |
| CCCC1(CC(C)CC)C(=O)NC(=O)NC1=O (stereo not drawn) | nt | i |
| O=C(OCc1cn([C@@H]2CN(Cc3cccs3)[C@@H](c3ccc(Cl)cc3)C[C@H]2O)nn1)c1ccccc1 | nt | 1.6% |
| Cc1ccc(CC#N)c(-c2c(CC#N)ccc(C)c2C)c1C | nt | 0.8% |
| COCCCNc1c2c(nc3ccccc13)CCC2 | nt | 1.0% |
| NC(=S)NN=Cc1c[nH]c2nccnc12 | nt | 0.1% |
| COc1ccc(CSC2=C(C#N)C(=O)NC3(CCCCC3)S2)cc1 | nt | i |
| Cc1[nH]c2ccccc2c1C(=O)C(=O)NCc1nnnn1-c1ccc(F)cc1 | nt | i |
| Cc1ccc(NC(=O)CSc2nnc3n2CCCCC3)cc1S(=O)(=O)N1CCOCC1 | nt | 0.9% |
| CC(C)(C)c1cc(CNC(=O)C2CCC(=O)N(Cc3ccccc3F)C2)[nH]n1 (stereo not drawn) | nt | 0.2% |
| COc1ccc(C(=O)OCC(=O)N2c3ccccc3CC2C)cc1S(=O)(=O)N1CCOCC1 (stereo not drawn) | nt | i |
| CN1CCn2cnc(C(=O)NCC(=O)OC(C)(C)C)c2C1=O | nt | 0.4% |
| CC1=C(C(=O)N2CCOCC2)CC(CC(=O)NCCN2CCOCC2)C(=O)N1Cc1ccc(F)cc1 (stereo not drawn) | nt | 1.6% |
| COc1c(Cl)cc(C(=O)Nc2cccnc2)cc1Cl | nt | 2.0% |
| CN1CCn2cnc(C(=O)Nc3ccc(Cl)cc3)c2C1=O | nt | 0.9% |
| CN(CC(=O)Nc1ccc(Cl)cc1)CC(=O)Nc1sc2c(c1C(N)=O)CCC2 | nt | 6.1% |
| Cc1ccc(C(=O)Nc2ccc(NC(=O)c3ccccc3Cl)c(C)c2)cc1 | nt | 3.0% |
| CN(CCCn1ccc(N)nc1=O)Cc1ccco1 | nt | 1.3% |
| CN(Cc1ccccc1)C(CNS(=O)(=O)c1ccccc1)c1ccccc1 (stereo not drawn) | nt | 0.9% |
| CSc1cccc(NC(=O)C2CC(=O)N(c3ccc4c(c3)OCCO4)C2)c1 (stereo not drawn) | nt | 1.0% |
| CN(C(=O)COC(=O)c1cccs1)c1ccccc1 | nt | 1.1% |

3 successive compounds out of the list so far, for reference:
| structure | Salmonella PhoP GFP | VEEV TC-83 Vero |
| --- | --- | --- |
| CN(Cc1ccccc1)C(CNS(=O)(=O)c1ccccc1)c1ccccc1 (stereo not drawn) | nt | 0.9% |
| CSc1cccc(NC(=O)C2CC(=O)N(c3ccc4c(c3)OCCO4)C2)c1 (stereo not drawn) | nt | 1.0% |
| CN(C(=O)COC(=O)c1cccs1)c1ccccc1 | nt | 1.1% |

New compounds follow.
| structure | Salmonella PhoP GFP | VEEV TC-83 Vero |
| --- | --- | --- |
| O=C(NN=Cc1ccc2c(c1)CCC2)c1ccccc1[N+](=O)[O-] | nt | 0.8% |
| CCN(CC(=O)Nc1ccc(OC)cc1)CC(=O)Nc1cccc(S(=O)(=O)N2CCOCC2)c1 | nt | 1.7% |
| C[C@H]1CN([C@@H](C)CO)C(=O)c2cc(C#CC3(O)CCCC3)cnc2O[C@H]1CN(C)C(=O)C1CC1 | nt | 2.0% |
| COc1cc(NC(=O)CCc2c(C)noc2C)c(C(=O)O)cc1OC | nt | 0.1% |
| CCCCN(C(=O)COc1ccc(F)cc1)c1c(N)n(CC(C)C)c(=O)[nH]c1=O | nt | 0.0% |
| O=C1c2ccccc2CCC12OC2c1ccc([N+](=O)[O-])cc1 (stereo not drawn) | nt | 1.2% |
| Cc1ccc(NC2CCCN(C(=O)c3nonc3C)C2)cc1C (stereo not drawn) | nt | 0.6% |
| C/C(=N\NC(=O)c1nnn(-c2nonc2N)c1CSc1ccc(C)cc1)c1cccnc1 | nt | 9.4% |
| COc1ccc2c(c1)Cc1cc(NC(=O)c3ccccc3-c3ccccc3C(=O)O)ccc1-2 | nt | 1.4% |
| C[C@H](CO)N1C[C@H](C)[C@H](CN(C)S(=O)(=O)c2ccccc2)OCc2cnnn2CCCC1=O | nt | 0.2% |
| C[C@H](CO)N1C[C@H](C)[C@H](CN(C)S(=O)(=O)c2cccc(C#N)c2)OCc2cnnn2CCCC1=O | nt | 0.7% |
| CC1CCCCC12NC(=O)N(CC(=O)Nc1cccnc1)C2=O (stereo not drawn) | nt | 0.2% |
| Cc1ccc([C@H]2C[C@H](O)[C@@H](n3cc(C4CC4)nn3)CN2C(=O)C2CCCCC2)cc1 | nt | 0.4% |
| COC(=O)C[C@@H]1C[C@@H]2c3cc(NC(=O)Cc4ccncc4)ccc3O[C@@H]2[C@@H](CO)O1 | nt | 1.1% |
| C#Cc1cc(N2CCN(C(=O)c3ccoc3)CC2)n2nc(-c3cccc(Cl)c3)cc2n1 | nt | 6.1% |
| COc1ccc(C(=O)N2CCCC(CO)C2)cc1OC1CCN(C(C)C)CC1 (stereo not drawn) | nt | 0.2% |
| COCCn1c(SCC(=O)Nc2ccc(F)cc2F)nc2c(c1=O)SCC2 | nt | 4.1% |
| COC(=O)c1cccc2c1C(=O)c1cc([N+](=O)[O-])ccc1-2 | nt | 1.9% |
| Cc1cccc(C(=O)Nc2ccc(NC(=O)c3cccc(C)c3)cc2)c1 | nt | 3.7% |
| Cc1cc(S(=O)(=O)Nc2ccc(C(=O)NCCN3CCOCC3)cc2)ccc1F | nt | 0.9% |
| C[C@@H]1CN([C@@H](C)CO)C(=O)CCCn2nncc2CO[C@@H]1CN(C)C(=O)Nc1ccc(N2CCCCC2)cc1 | nt | 0.7% |
| CCn1c(SCC(=O)NC2CCCC2)nc2c(c1=O)SCC2 | nt | 1.7% |
| Cc1noc(C)c1S(=O)(=O)N(C)C[C@H]1OCc2cnnn2CCCC(=O)N([C@@H](C)CO)C[C@H]1C | nt | 1.4% |
| CCOc1ccc(NC(=O)CN(C)C(=O)CCc2nc3ccccc3c(=O)[nH]2)cc1OCC | nt | i |
| CC1C(=O)N(Cc2cn(CCC3OCCO3)nn2)CCS(=O)(=O)N1Cc1ccc(-c2cccc(N(C)C)c2)cc1 (stereo not drawn) | nt | 1.9% |
| Cc1cccc(C(O)c2cnc(C)n2Cc2ccccc2)c1 (stereo not drawn) | nt | i |
| Cc1ccc([C@H]2N[C@]3(CCCN(Cc4ccco4)C3=O)[C@H]3C(=O)N(C)C(=O)[C@@H]23)cc1 | nt | i |
| Cc1cc(=O)n(Cc2ccco2)c(=S)[nH]1 | nt | 1.8% |
| CCCCn1c(N)c(N(CCC(C)C)C(=O)CSc2nc3ccccc3s2)c(=O)[nH]c1=O | nt | 1.1% |
| CC(C)(C)C(=O)NCc1ccc(C(=O)CSc2nnc3n2CCCCC3)s1 | nt | 1.1% |
| C[C@@H]1CN([C@H](C)CO)C(=O)c2cc(Br)cnc2O[C@H]1CN(C)Cc1ccccc1 | nt | i |
| C#CCOc1ccc(CNC[C@H]2O[C@@H](n3ccc(N)nc3=O)[C@H](O)[C@@H]2O)cc1 | nt | 1.4% |
| CN1OC[C@@H]2CN[C@H](c3ccc(-c4cccc(F)c4)cc3)C[C@@H]21 | nt | i |
| COCCn1c(SCC(=O)N2CCCC2=O)nnc1-c1ccncc1 | nt | 1.7% |
| C[C@H]1NS(=O)(=O)c2cc(Cl)ccc2O[C@@H]1c1ccccc1 | nt | 0.8% |
| Cc1ccccc1NC(=O)CN1CCCC1 | nt | 0.3% |
| COc1ccccc1N1CCN(S(=O)(=O)CCNC(=O)COc2ccccc2)CC1 | nt | i |
| Cc1noc(C)c1NC(=O)N(C)C[C@@H]1Oc2ncc(Br)cc2C(=O)N([C@@H](C)CO)C[C@H]1C | nt | 0.8% |
| O=C1[C@H]2[C@@H](c3ccccc3)N[C@]3(CCCN(Cc4ccc(C(F)(F)F)cc4)C3=O)[C@H]2C(=O)N1Cc1ccccc1 | nt | 0.7% |
| Cc1noc(C)c1NC(=O)N(C)C[C@H]1OCc2cnnn2CCCC(=O)N([C@H](C)CO)C[C@@H]1C | nt | 84% |
| COc1cc(C(=O)OCC(=O)Nc2ccccc2)cc2c1OCCO2 | nt | i |
| CC(C)NC(=O)C1CC(=O)N(CCc2ccc(F)cc2)C1 (stereo not drawn) | nt | 2.0% |
| C[C@H](CO)N1C[C@H](C)[C@H](CN(C)S(=O)(=O)c2ccc(F)cc2)Oc2ncc(Br)cc2C1=O | nt | 2.1% |
| COc1ccc([N+](=O)[O-])cc1N(CC(O)CN1C(=O)NC(C)(C)C1=O)S(=O)(=O)c1ccc(C)cc1 (stereo not drawn) | nt | i |
| O=C(CCn1c(=O)c2cccn2c2cccnc21)NCCCN1CCN(c2ccc(F)cc2)CC1 | nt | 2.4% |
| COc1ccc(CN(C)C[C@@H]2OCc3cnnn3CCCC(=O)N([C@@H](C)CO)C[C@H]2C)cc1 | nt | 0.3% |
| S=C1Nc2ccccc2CS1 | nt | i |
| c1ccc(N=NN2CCOCC2)cc1 | nt | i |

Another view of 3 compounds above.
SMILES: COc1ccc([N+](=O)[O-])cc1N(CC(O)CN1C(=O)NC(C)(C)C1=O)S(=O)(=O)c1ccc(C)cc1 (stereo not drawn)
  Salmonella PhoP GFP = nt | VEEV TC-83 Vero = i
SMILES: O=C(CCn1c(=O)c2cccn2c2cccnc21)NCCCN1CCN(c2ccc(F)cc2)CC1
  Salmonella PhoP GFP = nt | VEEV TC-83 Vero = 2.4%
SMILES: COc1ccc(CN(C)C[C@@H]2OCc3cnnn3CCCC(=O)N([C@@H](C)CO)C[C@H]2C)cc1
  Salmonella PhoP GFP = nt | VEEV TC-83 Vero = 0.3%
